Source: PubChem
HttQ103 aggreg: reduces HttQ103-GFP aggregates in PC12 cells | Potency, µM (doses to about 46.1 µM), for inactives: at the highest dose activity change, negative = inhibition, hits mostly inhibitors | PC12 HttQ103-GFP aggregates, Acumen cytometry, 40 h | hit rate 1.1% among 220,000 | AID 1688; note: potency is the fitted concentration of half-maximal effect; % is set by controls: 0 for no effect and ±100 for the full control effect; nearly all actives have a fitted effect of over 60% in size
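Multiplexed with ATP-based cell death, this channel scores GFP aggregates in PC12 cells expressing inducible HTTex1-Q103-GFP. Induction used 100 nM tebufenozide; compounds were tested in concentration series.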
IMPase Li inh: cell-permeable IMPase inhibitors with lithium potentiation; CHO-M1 cells, IP1 TR-FRET (IP-One), carbachol + lithium; Potency, µM (series often up to 59.4 µM), for the others: at the highest dose activity, negative = IMPase inhibition, most hits filed as inhibitors; hit rate 0.35% among 210,000;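 note: IP1 builds up when IMPase is blocked and the TR-FRET signal falls; potency is the fitted concentration of half-maximal effect; plate controls were basal vehicle for no effect and high inhibitor control for full effect; nearly all actives have a fitted effect of over 50% in size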
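Concentration–response in CHO-M1 cells, lithium-potentiated; 30 min at 37C. IP1 detected by competitive TR-FRET after 10 min lysis at RT. Hill-fitted AC50.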
Lamin A splicing: modulators of lamin A splicing; AID 1487; Potency, µM (series often up to 46.1 µM), inactives show at the top dose ratio change, negative = inhibition, most hits filed as inhibitors; HeLa LMNA splicing GFP/RFP minigene ratio, 48 h; hit rate 0.01% among 200,000; active = well fitted inhibition curve with a large enough effect in the signal ratio, with a control signal flat, not every such curve was filed as active; inconclusive = small, poorly fitted or top-dose-only effect, or effect the other way, or a change in a side signal; the % refers to the signal ratio; note: potency is the fitted concentration of half-maximal effect; % is set by controls: 0 for no effect and ±100 for the full control effect
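S3 HeLa stable clones carrying a lamin A-EGFP splicing minigene plus DsRed2 were seeded at 600 cells/well in Opti-MEM with 2% FBS, pin-dosed and incubated 48 h at 37°C. Acumen cytometry (488 nm) gave the GFP/RFP total-intensity ratio.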
HTT ATP protect: Huntington cell model cytoprotection by ATP luminescence; PC12 HTT-Q103 induced, cytoprotection, ATP luminescence, 40 h; Potency, µM (top dose mostly 56.4 µM), for inactives: cytoprotection (ATP increase), hits mostly activators; hit rate 0.14% among 230,000; AID 1471;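 note: potency is the fitted concentration of half-maximal effect; % of control where 0% means no effect; nearly all actives have a fitted effect of over 45% in size; toxic huntingtin expression switched on by the ecdysone agonist tebufenozide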
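Huntington model: PC12 line, ecdysone-inducible HTTQ103 exon1–GFP, tebufenozide 100 nM. Test articles in a dose series. Endpoint luminescence from cellular ATP.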
Luc counter: blocks Kinase-Glo luciferase, a counter-screen artifact; hit rate 0.28% among 200,000; Kinase-Glo luciferase, ATP luminescence, 8 min; Potency, µM (series often up to 38.3 µM), inactives show at the top dose activity change, negative = inhibition, actives largely listed as inhibitors; note: potency is the fitted concentration of half-maximal effect; % is set by controls: 0 for no effect and ±100 for the full control effect; nearly all actives have a fitted effect of over 60% in size
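Compound is pinned into ATP-containing buffer (10 uM ATP, imidazole pH 7.2, 7 mM MgCl2). Kinase-Glo luciferase reagent is then added. Light output is recorded following an 8-min room-temperature incubation.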
SMN2 splice up: increases expression of the SMN2 splice variant | HEK293 SMN2-luciferase splicing reporter, luminescence, 30-36 h | Potency, µM (highest dose often 46.1 µM), for inactives: top-dose activity change, positive = activation, actives largely listed as activators | hit rate 2.8% among 210,000; note: potency is the fitted concentration of half-maximal effect; % of control where 0% means no effect; nearly all actives have a fitted effect of over 55% in size
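qHTS luciferase splicing reporter: luminescence rises when SMN2 exon 7 is included in transfected HEK293 cells. Compound exposure lasted 30-36 h at 37C, with 4.5 mM final sodium butyrate as control, followed by a ONE-Glo read.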
CBFb-RUNX1 inh: CBF-beta/RUNX1 interaction disruption; AlphaScreen CBFb-His/RUNX1-biotin binding, biochemical; Potency, µM (highest dose often 59.8 µM), inactives show at the top dose activity, negative = inhibition, most hits filed as inhibitors; 230,000 tested, under 10 active; AID 1477; note: % of control where 0% means no effect
Target sequence (Q01196 whole entry, looked up): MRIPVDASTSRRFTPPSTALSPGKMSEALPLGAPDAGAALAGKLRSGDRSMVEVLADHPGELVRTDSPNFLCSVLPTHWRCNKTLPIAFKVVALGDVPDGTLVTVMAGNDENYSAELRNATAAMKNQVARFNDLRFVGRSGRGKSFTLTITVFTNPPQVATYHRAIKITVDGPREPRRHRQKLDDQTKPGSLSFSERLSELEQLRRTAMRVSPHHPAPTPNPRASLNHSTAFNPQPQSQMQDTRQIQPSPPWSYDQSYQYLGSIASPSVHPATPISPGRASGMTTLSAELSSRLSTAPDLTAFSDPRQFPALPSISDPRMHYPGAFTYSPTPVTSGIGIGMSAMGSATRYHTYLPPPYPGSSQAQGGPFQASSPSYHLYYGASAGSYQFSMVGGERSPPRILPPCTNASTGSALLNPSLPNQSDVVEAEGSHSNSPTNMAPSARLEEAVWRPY
Target sequence (Q13951 whole entry, looked up): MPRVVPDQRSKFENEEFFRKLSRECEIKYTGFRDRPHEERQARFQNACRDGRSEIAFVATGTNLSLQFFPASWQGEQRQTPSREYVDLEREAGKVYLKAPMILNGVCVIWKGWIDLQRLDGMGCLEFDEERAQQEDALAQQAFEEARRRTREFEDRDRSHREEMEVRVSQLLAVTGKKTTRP
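Inhibition was taken as any reduction in AlphaScreen signal from the CBF-beta–RUNX1 pair (His and biotin tags, 30 nM each), measured after compound (15 min) and bead (90 min) incubations at room temperature.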
* marks the source's active call; other numbers are inactive results; ? = inconclusive; · = not tested or not shown; & = joins results of further samples; [ ] = another dose, or the depositor's remark. Unless noted, calls come from the whole dose curve; as a rule, active = well fitted curve in the direction sought with a large enough effect; inconclusive = small, poorly fitted or top-dose-only effect, or another doubt; inactive = no such curve, though single readings can be large; an effect the other way counts as inactive or inconclusive.

1: CCN(CC)C(=O)CSc1nnc(-c2ccc(F)cc2)n1N
2: CC(C)CC(=O)Nc1ccc2ccccc2c1
3: C=CCOn1c(=O)c(C)[n+]([O-])c2ccccc21
4: CC(C)c1csc(CN2CCC(CO)(Cc3cccc(F)c3)CC2)n1
5: Cc1nc2c3cnn(-c4ccc(C)c(C)c4)c3ncn2n1
6: O=C(Nc1ccc(Cl)cc1)Nc1ccc2c(c1)N1CCN=C1S2
7: CCCOC(=O)C1=C(C)NC(=O)NC1c1ccc(Br)s1 (configuration not stated)
8: CN(C)c1ccc(-c2cc(Nc3ccc(F)cc3)ncn2)cc1
Screen / compound no. | 1 | 2 | 3 | 4 | 5 | 6 | 7 | 8
HttQ103 aggreg | -2% | -3%[9.22 µM] | -23% | 13%[9.22 µM] | -11% | ? | 7% | ·
IMPase Li inh | 1%[38.3 µM] | 4% | 12%[38.3 µM] | 28% | 3%[38.3 µM] | -2%[38.3 µM] | -3% | -1%
Lamin A splicing | ? | -13%[46 µM] | 7% | · | 8% | ? | · | -7%
HTT ATP protect | 2% | 10%[10 µM] | 5%[10 µM] | 11%[10 µM] | -9% | -1%[0.074 µM] | 2% | -245%[inhibitor]
Luc counter | -3% | 4% | -1% | 3% | -8% | -7% | 2% | ·
SMN2 splice up | 2% | ? | 7% | · | 11µM* | -25% | 1% | ·
CBFb-RUNX1 inh | 14% | -1%&-3% | 4% | 4% | 0% | ? | -2% | ·

9: Nc1ccc(O)c([N+](=O)[O-])c1
10: Cc1ccc(S(=O)(=O)N2CCc3nc(-c4ccccc4)c4c(c3C2)CO[C@@H](C)C4)cc1
11: Cc1ccc(-c2csc(NC(=O)CSc3nnc4c(n3)[nH]c3ccccc34)n2)cc1
12: Cc1ccc(C(=O)NN2C(=O)/C(=C/c3cn(C)c4ccccc34)SC2=S)cc1
13: CC(=O)c1cc(-c2ccccc2)n(CC(=O)N2CCC(N3CCCCC3)CC2)c1C
14: O=C(CN1CCN(S(=O)(=O)c2ccccc2F)CC1)Nc1ccccc1C(=O)c1ccccc1
15: O=[N+]([O-])/C(N=Nc1ccccc1)=N\Nc1ccccc1
16: COc1ccc(CC(=O)OCc2nnc(C3COc4ccccc4O3)o2)cc1OC (configuration not stated)
Screen / compound no. | 9 | 10 | 11 | 12 | 13 | 14 | 15 | 16
HttQ103 aggreg | · | · | 3% | 8% | 0% | -21% | 19% | -3%
IMPase Li inh | 36%[activator] | 6% | -4% | -4% | 30%[38.3 µM] | 15% | -2% | 2%
Lamin A splicing | · | 15%[9.22 µM] | ? | 16% | -1% | -7%[46 µM] | ? | -10%
HTT ATP protect | -2% | 9%[10 µM] | · | · | -19% | · | -27% | -3%[10 µM]
Luc counter | · | -3%[7.66 µM] | 4% | 1% | -1% | -1% | 1% | 4%
SMN2 splice up | 14% | 1%[9.22 µM] | -40%[inhibitor] | 10% | 29% | -9% | -6% | 0%
CBFb-RUNX1 inh | 18%[21.7 µM] | 0%[13.1 µM] | -4% | -13% | 9% | -5% | -5% | 1%

17: CSc1ccccc1NC(=O)Cc1ccc(Br)cc1
18: COc1ccc(-c2ccc(SCC(=O)N3CCOCC3)nn2)cc1OC
19: CCOC(=O)C1=C(C)NC(SC(C)=O)=NC1c1ccc(OC(C)=O)c(OC)c1 (configuration not stated)
20: CSc1ccc(CNC2CC2)cc1
21: O=C(COC(=O)CNC(=O)c1ccccc1F)Nc1cccnc1Cl
22: Cc1ccc(C)c(S(=O)(=O)Nc2ccc(C(=O)NCCc3ccccn3)cc2)c1
23: COC(=O)[C@@]1(Cc2ccc(OC)cc2)[C@@H]2[C@@H](CC(=O)[C@H]2CC(=O)C(=O)N(C)C)CN1C(=O)c1ccccc1
24: COC(=O)N1CCC2(CCCN(c3ccc(-c4ccccc4)cc3)C2)CC1
Screen / compound no. | 17 | 18 | 19 | 20 | 21 | 22 | 23 | 24
HttQ103 aggreg | 12% | 5% | -6% | -10% | 2% | -3% | ? | ·
IMPase Li inh | 6% | 14%[38.3 µM] | -10%[38.3 µM] | 12%[38.3 µM] | 2% | 15% | 1%&-7% | 7%
Lamin A splicing | 8% | 1% | 2% | 8% | 6%[9.22 µM] | -4%[46 µM] | 2% | ·
HTT ATP protect | 7%[10 µM] | -60%[inhibitor][10 µM] | 2% | -17% | -18% | ? | ? | -30%[inhibitor]
Luc counter | 2% | -9% | 10% | -3% | -1% | 1% | 1%&-2% | -3%
SMN2 splice up | -2% | -22% | -3% | 0% | 0% | 5% | -10%&-14% | 29%
CBFb-RUNX1 inh | 18% | -5% | 11% | -2% | 15% | -5% | 2%[2.36 µM] | ·

25: CCNC(=O)Oc1ccc(-c2csnn2)cc1
26: COc1cccc(C(=O)OCCN2CCOCC2)c1
27: COc1cc(O)c(C(CCN2CCCCC2)c2cc(OC)c(OC)c(OC)c2)c(OC)c1 (configuration not stated)
28: COC(=O)c1ccc2[nH]c(C)c(CN3CCCC3)c(=O)c2c1
29: O=c1cc(NS(=O)(=O)c2ccccc2)nc(SCc2ccccc2Cl)[nH]1
30: COC(=O)c1scc(S(=O)(=O)C(C)(C)C)c1N
31: Cc1ccc(S(=O)(=O)Nc2ccc(Br)cc2C(NCC(=O)O)c2ccccc2)cc1 (configuration not stated)
32: CC(C)C(NC(=O)C1CCC(C(C)(C)C)CC1)C(=O)NCc1cccnc1 (configuration not stated)
Screen / compound no. | 25 | 26 | 27 | 28 | 29 | 30 | 31 | 32
HttQ103 aggreg | -10% | 3%[9.22 µM] | 13%[9.22 µM] | 11%[9.22 µM] | 3% | 1%[9.22 µM] | 1% | 2%
IMPase Li inh | 13% | 1% | · | -6%[38.3 µM] | 5% | · | 3% | 40%[activator][38.3 µM]
Lamin A splicing | -2%[46 µM] | 25%[46 µM] | · | 12% | ? | · | -18% | ?
HTT ATP protect | -17% | 24%[10 µM] | 7%[10 µM] | 9%[10 µM] | -4%[1.9 µM] | 4%[10 µM] | -8%[10 µM] | -14%
Luc counter | 5% | -1% | · | -4% | -1% | · | 3% | -2%
SMN2 splice up | 2% | · | · | -20% | -33%[inhibitor] | · | · | -29%
CBFb-RUNX1 inh | -11% | 9% | 4%&8% | 2% | 13% | 7% | -4% | 12%

33: O=C(O)Cc1sc(N/N=C\c2ccncc2)nc1-c1ccccc1
34: O=C(NC1CCCC1)c1nc2c(nnn2Cc2ccccc2Cl)c(=O)[nH]1
35: CC(C)CNC(=O)CC(NCC(C)C)C(=O)O (configuration not stated)
36: COc1ccc(C(=O)/C=C/c2ccc(N3CCCCC3)c([N+](=O)[O-])c2)c(OC)c1
37: O=c1oc(-c2cccs2)nc2c1cnn2-c1ccccc1
38: COC(=O)Cn1cc(C(=O)C2CC2)c2ccccc21
39: CCOC(=O)C1CCN(C(c2cccc(F)c2)c2sc3nc(C)nn3c2O)CC1 (configuration not stated)
40: COc1ccc(CCNC(=O)CN(c2ccccc2OC)S(C)(=O)=O)cc1
Screen / compound no. | 33 | 34 | 35 | 36 | 37 | 38 | 39 | 40
HttQ103 aggreg | -5%[9.22 µM] | -16% | 0% | ? | 9% | -20% | -4% | 2%
IMPase Li inh | · | 12%[38.3 µM] | -4% | -3% | 14%[38.3 µM] | 22%[38.3 µM] | 2% | 54%[activator][38.3 µM]
Lamin A splicing | · | 2% | -1% | ? | -1% | 8% | 0% | 18%
HTT ATP protect | -6%[10 µM] | -6%[10 µM] | -17%[0.074 µM] | 16%[1.9 µM] | -13% | 7%[0.074 µM] | 3%[10 µM] | -16%
Luc counter | · | -3% | 7% | -1% | -4% | 0% | -1% | -1%
SMN2 splice up | · | -5% | -21% | -48%[inhibitor] | -5% | 10% | 4% | -10%
CBFb-RUNX1 inh | ? | 1% | -11% | ? | 2% | -1% | -5% | 6%

41: Cc1ccc(CCN2CC(C(=O)NCCN3CCCCCC3)CC2=O)cc1 (configuration not stated)
42: O=C(c1ccco1)N1CCN(c2nc(-c3ccc(F)cc3)cs2)CC1
43: CC(C)OCC(O)CN1CCN(CC(O)COc2ccc3c(c2)OCO3)CC1 (configuration not stated)
44: Cc1ccc(NC(=O)COC(=O)CN2CSCC2=O)cc1C
45: COc1ccc(Cl)cc1NC(=S)N1CCN(c2ncccn2)CC1
46: O=C(NCc1ccccc1)c1cc(-c2ccncc2)nc2ccc(S(=O)(=O)N3CCOCC3)cc12
47: Cc1ccc(-c2nnn(CC(=O)N(c3cccc(O)c3)C(C(=O)NC(C)(C)C)c3cccs3)n2)o1 (configuration not stated)
48: Cc1ccc(-c2nc(C3CCN(S(C)(=O)=O)CC3)no2)cc1
49: O=C(NCC1CCCO1)c1cc(NS(=O)(=O)c2cccs2)cc(NS(=O)(=O)c2cccs2)c1 (configuration not stated)
50: O=C(c1ccccc1)C(C(=O)N1CCCCC1)n1ccccc1=O (configuration not stated)
51: C=CCC(C)(O)CCc1ccccc1 (configuration not stated)
Screen / compound no. | 41 | 42 | 43 | 44 | 45 | 46 | 47 | 48 | 49 | 50 | 51
HttQ103 aggreg | 9% | 8% | -7% | -5% | 6% | 12% | 5% | ? | -16% | -27%[9.22 µM] | ·
IMPase Li inh | 6%[38.3 µM] | 23%[38.3 µM] | 18%[38.3 µM] | -3%[38.3 µM] | 6% | -4% | 5%[38.3 µM] | -8%[38.3 µM] | 4% | 8% | 11%
Lamin A splicing | 7% | -19% | 5% | 1% | · | 3% | 5% | 6% | · | · | ·
HTT ATP protect | -5% | -10% | 2%[0.074 µM] | 14% | · | · | -15% | -2% | 8% | -30%[10 µM] | -43%
Luc counter | -3% | -3% | 1% | -1% | 3% | -2% | -6% | 0% | -2% | 0% | -1%
SMN2 splice up | -7% | · | 7% | 1% | -35%[inhibitor] | -9% | -14% | -2% | 6% | · | 13%
CBFb-RUNX1 inh | 2% | -8% | 3% | 8% | 6% | 8% | 0% | 3% | -1% | 0% | 10%

Part of the list above, limited to IMPase Li inh, Luc counter and CBFb-RUNX1 inh:
| # | smiles | IMPase Li inh | Luc counter | CBFb-RUNX1 inh |
| --- | --- | --- | --- | --- |
| 48 | Cc1ccc(-c2nc(C3CCN(S(C)(=O)=O)CC3)no2)cc1 | -8%[38.3 µM] | 0% | 3% |
| 49 | O=C(NCC1CCCO1)c1cc(NS(=O)(=O)c2cccs2)cc(NS(=O)(=O)c2cccs2)c1 (configuration not stated) | 4% | -2% | -1% |
| 50 | O=C(c1ccccc1)C(C(=O)N1CCCCC1)n1ccccc1=O (configuration not stated) | 8% | 0% | 0% |
